Screening data: PubChem, NCI
Growth percent in the NCI-60 one-dose screen (48 h, 10 µM unless noted): 100 = growth as untreated, 0 = no growth, -100 = all killed.
RPMI-8226 = RPMI-8226 leukemia cells; hit rate 7.5% among 77,000
SR = SR leukemia cells; hit rate 8.7% among 73,000
MDA-MB-468 = MDA-MB-468 breast cancer. hit rate 8.5% among 78,000. AID 2202374
MOLT-4 = MOLT-4 leukemia cells | hit rate 6.9% among 80,000 | AID 1794779
HOP-62 = HOP-62 NSCLC. hit rate 3.9% among 80,000
MDA-MB-435 = MDA-MB-435 melanoma. hit rate 7.8% among 82,000. AID 1794794
CCRF-CEM = CCRF-CEM leukemia; hit rate 7% among 77,000; AID 1794778
K-562 = K-562 leukemia. hit rate 7.4% among 78,000. AID 1794777
An asterisk follows results filed as active; x = no result given; & = joins results of further samples; [ ] = dose if it differs, or a comment. Rule for the calls: active = growth percent below 10; inactive = the rest.

[1] CCN(CC)CCOC(=O)c1ccc(NC(=O)Nc2cccc(Cl)c2)cc1
[2] CCN1CCN(c2ccc(NC(=O)Nc3ccc4c(c3)CCN4c3ccnc(C(=O)NC)c3)cc2C(F)(F)F)CC1
[3] COc1ccc(-n2c(COc3ccc(F)cc3)n[nH]c2=S)cc1
[4] NCCCNc1nc2ccccc2c2c(=O)c3cc(F)cc(F)c3sc12
[5] Cn1cc(C2=C(c3c[nH]c4ccccc34)C(=O)N(O)C2=O)c2cc(Br)ccc21
[6] CCOC(/C=C/c1ccccc1)OCC
[7] Cc1ccc2c(c1)SC1=NC=C(C(=O)NNC(=O)c3ccncc3)[C@H](c3ccccn3)N12
[8] CN(C)CC(O)c1ccc(/C=C/c2ccc(Cl)cc2)cc1 (centres undefined)

Screen / compound no.	1	2	3	4	5	6	7	8
RPMI-8226	103	60	x	x	84	93	101	-8.9*
SR	97	61	120	-36*	87	116	92	-39*
MDA-MB-468	103	90	103	70	98	105	71	-84*
MOLT-4	85	95	114	61	95	96	88	-30*
HOP-62	93	99	105	79	82	99	94	-50*
MDA-MB-435	103	93	105	-91*	97	91	75	-48*
CCRF-CEM	-4.7*	92	143	-6.5*	83	105	94	-44*
K-562	91	75	129	-43*	92	103	x	-48*

[9] NC1=NC(c2ccccc2)C2=C(N1)/C(=C/c1ccccc1)CCC2 (centres undefined)
[10] Cn1ccc(CNc2nc3ccc(OC/C(=C\F)CN)cc3o2)cc1=O
[11] CCCC1c2ccc(O)cc2Oc2nc(N)c(C#N)c(N)c21 (centres undefined)
[12] N#Cc1nc(C(c2ccccc2)c2ccccc2)oc1NCc1ccc2c(c1)OCO2
[13] O=C(Nc1nnc(-c2ccccc2)s1)c1ccccc1
[14] C(=C1c2ccccc2-c2ccccc21)c1ccccc1
[15] COC1=C[C@@]23CCC(=O)N2CCc2cc4c(cc2[C@H]3[C@H]1OC(=O)CCCC(C)C)OCO4
[16] Cc1c(C)n(Cc2ccc(F)cc2)c2ccc(C(=O)NCc3ccco3)cc12

Screen / compound no.	9	10	11	12	13	14	15	16
RPMI-8226	-7.6*	108	92	56	89	106	78	96
SR	46	113	99	80	98	81	91	92
MDA-MB-468	90	111	96	79	101	95	102	105
MOLT-4	78	102	98	50	102	101	102	94
HOP-62	114	109	107	82	111	94	102	92
MDA-MB-435	37	105	108	93	101	89	114	116
CCRF-CEM	91	105	97	64	114	101	101	93
K-562	76	100	100	63	118	96	95	81

Three entries picked at random from those above, as already listed:
[15] COC1=C[C@@]23CCC(=O)N2CCc2cc4c(cc2[C@H]3[C@H]1OC(=O)CCCC(C)C)OCO4
[6] CCOC(/C=C/c1ccccc1)OCC
[2] CCN1CCN(c2ccc(NC(=O)Nc3ccc4c(c3)CCN4c3ccnc(C(=O)NC)c3)cc2C(F)(F)F)CC1

Screen / compound no.	15	6	2
RPMI-8226	78	93	60
SR	91	116	61
MDA-MB-468	102	105	90
MOLT-4	102	96	95
HOP-62	102	99	99
MDA-MB-435	114	91	93
CCRF-CEM	101	105	92
K-562	95	103	75

Next section:
[17] CC(=O)Nc1ccc2c(=O)cc[nH]c2n1
[18] CCCCCCCCCCCCCCCCCCOc1ccc(CC(=O)OCC[N+](C)(C)C)cc1
[19] CCC(C#N)C(N)=O (centres undefined)
[20] O=C(c1ccccc1)C(C(c1ccccc1)N1CCOCC1)N1CCCCC1 (centres undefined)
[21] COc1ccc(NC(=O)Cn2c(/C=C/c3ccc([N+](=O)[O-])cc3)nc3ccccc3c2=O)cc1
[22] CCOc1ccc(NC(=S)/N=C/c2c(O)cc(C)oc2=O)cc1
[23] Cn1c(=O)c2[nH]c(C(F)(F)C(F)(F)F)nc2n(C)c1=O
[24] O=C(Nc1c(Cl)c(C2CC2)nn1-c1ccccc1)C(Cl)(Cl)Cl

Screen / compound no.	17	18	19	20	21	22	23	24
RPMI-8226	102	92	130	103	91	96	109	97
SR	102	x	x	103	89	103	107	x
MDA-MB-468	91	x	x	99	52	88	100	106
MOLT-4	101	2.1*	149	103	114	103	108	110
HOP-62	112	108	122	99	33	93	118	105
MDA-MB-435	102	100	131	104	84	106	102	104
CCRF-CEM	103	102	118	100	103	90	103	x
K-562	111	48	114	102	120	98	111	103

[25] Cc1cc(NS(=O)(=O)c2ccc(N=Nc3ccc(N)nc3N)cc2)nc(C)n1
[26] N=S(=O)(NC(=O)c1ccc(Cl)cc1Cl)c1ccc(Cl)cc1 (centres undefined)
[27] Clc1ccc(N2COc3ccc4ccccc4c3C2)cc1
[28] Cc1c(C(=O)N[C@@H](Cc2ccccc2)C(=O)C(=O)NCc2ccc(F)cc2)[nH]c2ccccc2c1=O
[29] O=C(Nc1ccccc1)Oc1cc(Cl)c(Cl)cc1Cl
[30] CC1=C(C)C(=O)C(N2CCC3(CC2)OCCO3)=CC1=O
[31] O=C(CCCCCCN1CC(=O)N2[C@@H](c3cc(F)cc(F)c3)c3[nH]c4ccccc4c3C[C@H]2C1=O)NO
[32] CN1C(=O)N(C)C2Nn3c(s/c(=C\c4c[nH]c5ccccc45)c3=O)=NC21 (centres undefined)

Screen / compound no.	25	26	27	28	29	30	31	32
RPMI-8226	97	100	78	88	105	92	24	94
SR	91	74	85	x	109	103	26	116
MDA-MB-468	97	93	98	95	106	108	50	100
MOLT-4	90	88	80	88	122	117	14	105
HOP-62	102	99	67	106	81	94	63	85
MDA-MB-435	91	100	52	101	104	107	48	106
CCRF-CEM	93	105	65	103	107	117	16	103
K-562	91	98	32	84	113	111	32	103

[33] CCOC(=O)/C(C#N)=C\Nc1ccc2ncnc(Nc3ccccc3Cl)c2c1
[34] Nc1nc(Nc2ccccc2SSc2ccccc2Nc2nc(N)nc(-c3ccncc3)n2)nc(-c2ccncc2)n1
[35] O=C(/C=C/C12c3ccccc3C(c3ccccc31)C1C(=O)NC(=O)C12)c1cccs1 (centres undefined)
[36] CN(C)CCCn1c2c(c3ccc(N4CCNCC4)cc3c1=O)C(=O)c1ccccc1-2
[37] OC(c1ccccc1)C(Cc1ccccc1)N1CCCCC1 (centres undefined)
[38] Clc1ccc(Nc2nc(Nc3ccc(Cl)cc3)nc(Nc3ccc(-c4cc(-c5cccc(Cl)c5)on4)cc3)n2)cc1
[39] COC(=O)CCC1(C(N)=O)CCC(=O)c2ccccc21 (centres undefined)
[40] Fc1ccccc1C(=S)Nc1ccccc1Cl

Screen / compound no.	33	34	35	36	37	38	39	40
RPMI-8226	84	77	1.8*	-32*	92	87	95&104	103
SR	x	85	20	-16*	97	-9.8*	112	98
MDA-MB-468	35	104	46	-17*	105	x	101&99	105
MOLT-4	86	88	11	-22*	97	7.8*	99	102
HOP-62	99	89	41	-35*	96	115	117&106	109
MDA-MB-435	100	96	4.9*	20	106	104	118&103	98
CCRF-CEM	93	x	0.1*	-4.2*	93	61	101&101	105
K-562	89	89	17	-29*	96	86	105&103	93

Screen by screen, from the results shown:
Entries 33 to 40 in HOP-62 read 99, 89, 41, -35*, 96, 115, 117&106, 109

Other records:
[41] COc1cc2c(cc1OC)C(C#N)C2 (centres undefined)
[42] CC1(C)NC2=C(C(Nc3cccnc3)N1)C(c1ccc(O)cc1)C(C(=O)c1ccc(N=[N+]=[N-])cc1)O2 (centres undefined)
[43] COc1ccc(Nc2nc(-c3ccc(O)cc3)nc3n[nH]c(Nc4ccccc4)c23)cc1
[44] Cc1ccccc1/C=C1\CN(C(=O)OC(C)(C)C)C/C(=C\c2ccccc2C)C1=O
[45] O=C(CCc1nnc(CN2CCN(CCO)CC2)o1)c1nc2ccc([N+](=O)[O-])cc2[nH]1
[46] C/C=C(C)/C=N/Nc1nc(-c2ccc(OC)cc2)cs1
[47] O=[N+]([O-])c1ccc(N=Nc2c(O)[nH]c3ccccc23)c([N+](=O)[O-])c1
[48] O=c1oc2ccccc2cc1-c1cc(-c2ccc3c(c2)OCO3)no1

Screen / compound no.	41	42	43	44	45	46	47	48
RPMI-8226	111	108	56	-24*	108	74	88	87
SR	98	111	15	8.9*	x	78	82	x
MDA-MB-468	x	131	46	37	111	56	75	95
MOLT-4	101	110	36	11	x	76	91	87
HOP-62	104	93	62	48	87	93	118	95
MDA-MB-435	110	104	19	12	97	95	82	96
CCRF-CEM	106	99	31	3.0*	106	71	97	80
K-562	98	104	11	5.8*	x	56	85	92

Part of the list above, set out differently:
| # | Structure | RPMI-8226 | SR | MDA-MB-468 | MOLT-4 | HOP-62 | MDA-MB-435 | CCRF-CEM | K-562 |
| --- | --- | --- | --- | --- | --- | --- | --- | --- | --- |
| 41 | COc1cc2c(cc1OC)C(C#N)C2 (centres undefined) | 111 | 98 | x | 101 | 104 | 110 | 106 | 98 |
| 42 | CC1(C)NC2=C(C(Nc3cccnc3)N1)C(c1ccc(O)cc1)C(C(=O)c1ccc(N=[N+]=[N-])cc1)O2 (centres undefined) | 108 | 111 | 131 | 110 | 93 | 104 | 99 | 104 |
| 43 | COc1ccc(Nc2nc(-c3ccc(O)cc3)nc3n[nH]c(Nc4ccccc4)c23)cc1 | 56 | 15 | 46 | 36 | 62 | 19 | 31 | 11 |

Later entries.
[49] Cc1ccc2c(OCC(=O)N/N=C/c3ccccc3)cc(=O)[nH]c2c1
[50] CCCS(=O)(=O)Oc1cc2oc(=O)c3c(c2cc1OC)CCCCCC3
[51] CN1CCC(=O)c2ccccc21
[52] c1ccc([C@@H]2C[C@@H]3Cc4ccc5ccccc5c4N2O3)cc1
[53] Cc1ccc(-c2nc(SCC(=O)c3ccc(Br)cc3)[nH]c(=O)c2C#N)cc1
[54] O=C(CCc1ccc(-c2ccc(F)cc2)o1)Nc1ncc(Cc2ccc(F)cc2)s1
[55] COC(=O)c1c(C(=O)OC)c2ccc3c4ccccc4ccc3n2c1C(=O)C(F)(F)F
[56] CCOC(=O)c1c(-c2cc(OC)c(OC)c(OC)c2)csc1N

Screen / compound no.	49	50	51	52	53	54	55	56
RPMI-8226	100	74	100	86	107	90	100	90
SR	x	78	101	73	95	96	91	27
MDA-MB-468	110	x	102	103	105	93	111	50
MOLT-4	103	78	103	76	99	97	101	92
HOP-62	93	89	96	x	99	100	102	80
MDA-MB-435	106	94	99	93	102	100	99	-1.0*
CCRF-CEM	101	72	91	95	x	92	98	84
K-562	103	80	96	89	94	93	110	45

[57] C=C(C)[C@@H]1CC[C@]2(c3ncc(C)o3)CC[C@]3(C)[C@H](CC[C@@H]4[C@@](C)(CCC#N)[C@H](C(=C)C)CC[C@]43C)[C@@H]12
[58] COc1ccc2c(c1)c(-c1nc(-c3ccc4ccccc4c3)cs1)cn2S(=O)(=O)c1ccccc1
[59] CCOc1nc2c(N)ncnc2n1CC(F)F
[60] C=CCn1c(SC/C(=N\O)c2ccc(OC)cc2)nnc1-c1c[nH]c2ccccc12
[61] O=C(CC(=O)c1cccnc1)c1ccccc1
[62] CC1=NC2=NN=C(c3ccccc3)NN2C(c2ccccc2)=C1
[63] CC1CN(S(=O)(=O)c2ncsc2-c2ccccc2)CC(C)O1 (centres undefined)

Screen / compound no.	57	58	59	60	61	62	63
RPMI-8226	-41*[100 µM]	102	109	85	x	108	102
SR	15[100 µM]	82	91	96	74	104	106
MDA-MB-468	-63*[100 µM]	97	111	84	89	106	99
MOLT-4	-35*[100 µM]	87	103	92	88	101	104
HOP-62	-86*[100 µM]	91	104	98	74	101	95
MDA-MB-435	-85*[100 µM]	105	115	111	92	107	99
CCRF-CEM	-11*[100 µM]	89	104	91	66	109	101
K-562	4.1*[100 µM]	106	107	86	86	100	103

Compounds as they come. Share with any hit: about 15%.
